KDM5B inh: Primary screen for KDM5B Histone Demethylases FDH-coupled qHTS | Lysine-specific demethylase 5B (Homo sapiens), Q9UGL1 | KDM5B demethylase, FDH-coupled NADH fluorescence (FDH is formaldehyde dehydrogenase) | Potency, µM (highest dose often 57.7 µM), for inactives: at the top dose activity change, negative = inhibition, actives largely listed as inhibitors | hit rate 2.6% among 220,000 | AID 1347165, 2019; active = well fitted inhibition curve with a large enough effect; inconclusive = small, poorly fitted or top-dose-only effect; inactive = no such curve, though single readings can be large or run the other way; also: 0% is about no effect; nearly all actives have a fitted effect of over 70% in size
Target sequence (Q9UGL1 whole entry, looked up): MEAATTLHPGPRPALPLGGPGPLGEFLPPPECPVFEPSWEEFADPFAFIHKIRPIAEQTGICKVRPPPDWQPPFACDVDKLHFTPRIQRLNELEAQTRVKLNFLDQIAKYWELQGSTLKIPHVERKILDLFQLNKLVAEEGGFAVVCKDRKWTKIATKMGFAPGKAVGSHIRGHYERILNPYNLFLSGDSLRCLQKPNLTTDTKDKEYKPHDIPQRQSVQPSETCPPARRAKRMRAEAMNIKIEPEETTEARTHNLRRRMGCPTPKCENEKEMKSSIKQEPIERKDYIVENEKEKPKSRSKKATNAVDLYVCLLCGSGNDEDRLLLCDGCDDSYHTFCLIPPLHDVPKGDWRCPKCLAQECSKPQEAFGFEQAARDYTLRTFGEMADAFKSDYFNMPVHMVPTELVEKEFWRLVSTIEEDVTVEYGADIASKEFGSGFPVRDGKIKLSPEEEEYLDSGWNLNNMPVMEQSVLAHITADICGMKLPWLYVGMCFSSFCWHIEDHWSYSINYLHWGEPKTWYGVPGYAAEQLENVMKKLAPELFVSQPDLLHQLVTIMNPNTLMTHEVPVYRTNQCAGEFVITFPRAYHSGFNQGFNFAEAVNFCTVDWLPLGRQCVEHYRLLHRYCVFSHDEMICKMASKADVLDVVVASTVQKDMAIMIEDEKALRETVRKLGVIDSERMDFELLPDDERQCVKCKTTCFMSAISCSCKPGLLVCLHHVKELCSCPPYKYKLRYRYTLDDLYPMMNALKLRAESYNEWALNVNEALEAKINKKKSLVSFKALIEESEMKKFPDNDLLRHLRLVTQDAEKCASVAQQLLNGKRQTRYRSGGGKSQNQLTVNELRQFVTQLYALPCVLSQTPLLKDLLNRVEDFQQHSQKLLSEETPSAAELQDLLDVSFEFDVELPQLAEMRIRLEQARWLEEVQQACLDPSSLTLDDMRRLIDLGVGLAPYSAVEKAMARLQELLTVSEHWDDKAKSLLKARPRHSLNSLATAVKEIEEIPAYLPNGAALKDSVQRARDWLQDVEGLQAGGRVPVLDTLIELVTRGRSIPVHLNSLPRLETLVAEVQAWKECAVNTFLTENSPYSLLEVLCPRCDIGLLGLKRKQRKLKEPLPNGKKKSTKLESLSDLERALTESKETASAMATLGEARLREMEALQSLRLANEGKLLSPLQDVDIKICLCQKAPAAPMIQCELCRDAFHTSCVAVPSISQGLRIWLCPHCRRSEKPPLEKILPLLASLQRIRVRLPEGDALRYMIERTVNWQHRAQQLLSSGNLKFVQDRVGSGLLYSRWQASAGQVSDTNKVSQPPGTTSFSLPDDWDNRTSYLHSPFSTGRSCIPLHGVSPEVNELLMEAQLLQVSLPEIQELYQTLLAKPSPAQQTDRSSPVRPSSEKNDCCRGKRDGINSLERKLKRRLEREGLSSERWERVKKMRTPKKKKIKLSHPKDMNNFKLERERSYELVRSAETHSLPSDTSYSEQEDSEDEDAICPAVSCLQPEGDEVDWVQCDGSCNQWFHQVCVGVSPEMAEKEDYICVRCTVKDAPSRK
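Measured: NADH fluorescence change, 30 min, RT. System: KDM5BΔAP 200 nM final, H3K4me3 peptide, α-KG, Fe(II), ascorbate, NAD⁺ plus FDH, pH 7.5 HEPES. Compounds: titrated, 10 min pre-incubation with enzyme.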
* = called active by the depositor; i = inactive; ? = inconclusive; & = joins results of further samples; [ ] = remark or other dose. Potency is read from the fitted curve at half-maximal effect. These rows are one share of the data; the hit share may differ from the screen's.

SMILES	KDM5B inh
Cc1cc2c(cc1NC(=O)c1ccccc1C)n(C)c(=O)c(=O)n2C	?
Cc1noc(C2CC3(CCN(C(=O)c4n[nH]c5ccccc45)CC3)CN2C)n1 (stereo not given)	-13%
Cc1ccc(Cn2c(CNC(=O)Cc3cccc(C)c3)nc3cccnc32)cc1	-24%
Cc1ccc(Cl)cc1NC(=O)Nc1c(C)n(C)n(-c2ccccc2)c1=O	20%&7%
CCCCCCCCCCCCS(=O)(=O)CC(C)C(N)=O (stereo not given)	30%
CCOC(=O)c1c(NC(=O)c2nc(SCC)ncc2Cl)sc2c1CCCC2	10%
CC(C)(C)C1CCC2(CC1)NC(=O)N(CC(=O)NC1CCCCC1)C2=O (stereo not given)	-2%
Cc1nn(-c2nc3ccccc3o2)c2c1C(c1ccc(C#N)cc1)CC(=O)N2 (stereo not given)	1%
O=C(Cc1ccc(Cl)cc1)NCC(c1cccs1)S(=O)(=O)c1ccc(Cl)cc1 (stereo not given)	-14%
CCN1C(=O)c2ccccc2S(=O)c2ccc(C(=O)N3CCN(c4ccccc4)CC3)cc21 (stereo not given)	10%
CCC(C(=O)NCCn1ccn2nc(-c3ccc(OC)cc3)cc2c1=O)c1ccccc1 (stereo not given)	20µM*
NC(=O)c1cc(-c2cc(NCc3cccnc3)nc3[nH]ccc23)ccc1F	25µM*

Reprinted from the part before: 6 compounds; new compounds follow.
SMILES	KDM5B inh
CC(C)(C)C1CCC2(CC1)NC(=O)N(CC(=O)NC1CCCCC1)C2=O (stereo not given)	-2%
Cc1nn(-c2nc3ccccc3o2)c2c1C(c1ccc(C#N)cc1)CC(=O)N2 (stereo not given)	1%
O=C(Cc1ccc(Cl)cc1)NCC(c1cccs1)S(=O)(=O)c1ccc(Cl)cc1 (stereo not given)	-14%
CCN1C(=O)c2ccccc2S(=O)c2ccc(C(=O)N3CCN(c4ccccc4)CC3)cc21 (stereo not given)	10%
CCC(C(=O)NCCn1ccn2nc(-c3ccc(OC)cc3)cc2c1=O)c1ccccc1 (stereo not given)	20µM*
NC(=O)c1cc(-c2cc(NCc3cccnc3)nc3[nH]ccc23)ccc1F	25µM*
CC1CN(Cc2ccccc2)c2nc3c(c(=O)[nH]c(=O)n3C)n2C1 (stereo not given)	?
CCOc1ccccc1OC(=O)c1ccccc1	-10%
Cn1c(=O)c2c(ncn2CC(O)COc2ccc(C(C)(C)C)cc2)n(C)c1=O (stereo not given)	16%
CCOCCn1c(=O)[nH]c2cc(C(=O)NCCc3ccc(C)s3)ccc21	29%
COC(=O)c1ccc(S(=O)(=O)NCc2ccco2)o1	34%
Cc1ccccc1Nc1c(-c2ccc(N3CCOCC3)cc2)nc2ccc(Cl)cn12	?
CCCc1ccc(NC(=O)c2nccnc2N)cc1	4%
Nc1c(C(=O)Nc2cccc(Cl)c2)sc2nc3c(cc12)CN(Cc1ccccc1)CC3	?
CC(C)Cn1c(SCC(=O)NCc2ccccc2Cl)nc2ncccc2c1=O	-3%
Cc1cc(C(=O)N2CCC(N3C[C@H](O)C[C@H]3C(=O)NC3CCCCC3)CC2)n(C)n1	-5%
Cc1ccc(C(=O)OCC(=O)c2cc(C)n(Cc3ccco3)c2C)s1	-1%
O=C(NC1CCCC1)N1CCC(c2noc(C3CC3)n2)C1 (stereo not given)	2%

In another format: results already given
> CC(C)Cn1c(SCC(=O)NCc2ccccc2Cl)nc2ncccc2c1=O
- KDM5B inh: -3%
> Cc1cc(C(=O)N2CCC(N3C[C@H](O)C[C@H]3C(=O)NC3CCCCC3)CC2)n(C)n1
- KDM5B inh: -5%
> Cc1ccc(C(=O)OCC(=O)c2cc(C)n(Cc3ccco3)c2C)s1
- KDM5B inh: -1%
> O=C(NC1CCCC1)N1CCC(c2noc(C3CC3)n2)C1 (stereo not given)
- KDM5B inh: 2%

More entries
SMILES	KDM5B inh
O=C(NC12CC3CC(CC(C3)C1)C2)C1CCCc2ccccc21 (stereo not given)	-7%
COc1ccc(Nc2nnc(-c3ccc(C)c(S(=O)(=O)NCc4nc5ccccc5[nH]4)c3)c3ccccc23)cc1	-20%
COC(=O)[C@@H](C)NC(=O)[C@H]1CN(C(=O)c2cccnc2)CCN1C(=O)NC(C)C	-21%[86.2 µM]
CC(Sc1ncccn1)C(=O)NC(c1ccccc1)c1ccccc1 (stereo not given)	14%
O=C(CC1CCCCC1)Nc1cc(C(F)(F)F)ccc1Cl	28%
CCOC(=O)C(C)Sc1ccc2nnc(CCNS(=O)(=O)c3ccccc3)n2n1 (stereo not given)	?
COC(=O)CNC(=O)c1nc(-c2ccc([S+](C)(=O)[O-])cc2)c2ccccn12	i
COc1ccccc1-c1cc(-c2cccnc2)nc2c(C)noc12	?
COc1ccc(Cn2c(CCC(=O)Nc3cc(OC)c(OC)c(OC)c3)nc3cccnc32)cc1	?
COc1ccc(/C=C/c2nc3ccccc3[nH]c2=O)c(OC)c1	-12%
O=C(OCC(=O)c1ccccc1Cl)c1ccc(OCc2ccccc2)cc1	-12%
CCCCCc1c(C)nc(Nc2nc(C)c3ccc(CC)cc3n2)[nH]c1=O	-4%
COc1ccc(NC(=O)CCCNC(=O)c2ccc(Cl)cc2)c(OC)c1	2%
Cc1cccc2c(=O)n(CC(=O)Nc3ccc4oc(C(C)(C)C)nc4c3)cnc12	-2%
Cc1nc2c(C(=O)NCCCN(CC(C)C)CC(C)C)cnn2c(C)c1Cc1c(F)cccc1Cl	?
COc1ccc(CCC(=O)NCc2nc3cccnc3n2Cc2ccc(F)cc2)cc1	?
O=c1c2cccnc2n(Cc2ccccc2F)c(=O)n1Cc1ccccc1Cl	?
Cn1ccnc1C(O)(c1ccccc1)c1nccn1C	-2%
CC(C)CNC(=O)C1CC(c2ccccc2F)=NO1 (stereo not given)	49%[activator]
CCC1Oc2ccc(NC(=O)C3CCCC3)cc2CN(Cc2ccc(F)cc2)C1=O (stereo not given)	-18%
CCCn1c(SCc2cc(=O)oc3cc(C)c(C(C)C)cc23)n[nH]c1=O	2%
c1ccc(CNCCCN2CCCCC2)nc1	0%
CC(Cl)C(=O)NC(C)C1CC2CCC1C2 (stereo not given)	21%
CCN1CCN(S(=O)(=O)c2ccc(C(=O)Nc3ccccc3)cc2)CC1	26%
CC(C)Cn1nc2n(c1=O)CCN(S(=O)(=O)c1ccc3c(c1)CCCC3)CC2	18%
Cc1ccc2nc(C)c(C(=O)NCc3cccnc3-n3cncn3)cc2c1	19%
Cc1ccc(NC(=O)CCc2c(C)[nH]n(-c3ccc(F)cc3)c2=O)cc1F	-19%
COc1ccc(-c2csc(NC(=O)CN3CCN(c4cccc(C(F)(F)F)c4)CC3)n2)cc1	-13%
CC1CCCN(CC(=O)NCCC2=CCCCC2)C1 (stereo not given)	-23%
O=C(Cc1c[nH]c2ccccc12)Nc1cccc(C(=O)NC2CC2)c1	-13%
Cc1cc(C)c(NC(=O)CSc2nc(C)cc(C)c2C#N)c(C)c1	-12%
COc1ccc(NC(=O)COc2ccccc2)c2cccnc12	-2%
COc1ccc(/C=C2\Oc3cc(OS(=O)(=O)c4ccccc4)ccc3C2=O)c(OC)c1	-10%
COc1ccc(C)cc1-c1ccc(COc2ccc3c(cnn3CCC(=O)O)c2)cc1	?
COC(=O)[C@@H]1Cc2c([nH]c3ccccc23)[C@H]2C[C@@H](N3CCCCC3)C[C@@H](c3ccccc3F)N21	?
COCCCNC(=O)c1ccccc1-c1ncc(-c2ccccc2F)o1	?
COc1ccc(-c2cc(N3CCC(NC(=O)c4ccc(C#N)cc4)C3)n[nH]2)cc1 (stereo not given)	?
CC(C)(C)C1CCc2c(sc(NC(=O)Cn3nnc(-c4ccccc4F)n3)c2C#N)C1 (stereo not given)	-4%
Cc1c(F)cccc1CN1CCC2(CC1)CC(c1ccccc1)C(=O)N2C (stereo not given)	-19%
CCN(C)Cc1nc(C2CCOCC2)nn1CC1COCCO1 (stereo not given)	22%
Cc1ccc(NC(=O)CSc2n[nH]c(=O)c3cc(-c4ccco4)nn23)cc1F	?
Cn1ncc2c(C(=O)NCc3ccc(F)cc3)cc(C(C)(C)C)nc21	45µM*
Cc1cc(SCc2cc(Cl)c3c(c2)OCCCO3)nc(C)n1	-12%
Cn1c(=O)[nH]c(=O)c2c1nc(Sc1ccccc1)n2CCCc1ccccc1	6%
O=S(CCN1CCc2ccccc2C1)c1ccccc1 (stereo not given)	-20%
N#Cc1ccnc(Sc2ccc(Cl)cc2)c1	-20%
O=[S+]([O-])(Nc1cccnc1)c1ccc2c(c1)OCCN(Cc1ccccc1F)C2	-13%[86.2 µM]
O=C(Cc1ccccc1)N1CCCC2(C1)Nc1cccnc1NC2=NC1CCCC1 (stereo not given)	28µM*
Cc1ccc(-n2cnc3cc(C(=O)NC4CCCCCC4)ccc32)cc1Cl	-6%
COCCn1c(SCC(=O)c2cc(C)c(C)cc2C)nc2ccccc2c1=O	-9%
CC(=O)NC(CC(=O)Nc1nc(-c2ccc(N(C)S(C)(=O)=O)cc2)cs1)c1ccccc1 (stereo not given)	?
COc1ccc2c(c1)CN(C(=O)N1CCOCC1)CC[C@H]1COC(=O)N21	-8%[86.2 µM]
Cc1nc(-c2ccc(CNC(=O)c3nccnc3N)s2)cs1	-25%
CC(C)n1nc(C(=O)OCC(=O)Nc2ccc(S(=O)(=O)N(C)C)cc2)c2ccccc2c1=O	-8%
CN(C)c1ncc2c(n1)C(C)(C(=O)NCCOc1ccccc1)CCC2 (stereo not given)	32µM*
CCC(C)NC(=O)CSc1nc2cc3c(cc2c(=O)n1CCCCCC(=O)NCc1ccc(OC)cc1)OCO3 (stereo not given)	-3%
Cc1ccc2c(=O)cc(C(=O)Nc3sc4c(c3C#N)CCCC4)oc2c1C	11%
c1cnc2nc(-c3c[nH]c4ncccc34)[nH]c2c1	?
O=c1oc2ccccc2cc1-c1nnc(Nc2cccc3ccccc23)s1	15%
CNC(=O)CCC[C@@H]1[C@H]2CCCN3CCC[C@@H](CN1C(=O)C1CCCCC1)[C@@H]23	0%
New compounds follow:
SMILES	KDM5B inh
COc1cccc(-c2nc(SCC(=O)NCC3CCCO3)c(-c3ccc(Cl)cc3)[nH]2)c1 (stereo not given)	0%
COc1ccccc1OCCSc1nnc(CNC(=O)c2ccco2)n1C	6%
Cc1cc(C)c(NC(=O)Cn2c(=O)c3cccn3c3ccccc32)c(C)c1	-4%
COc1cc(OC)cc(C(=O)N[C@@H]2CN(c3ncccn3)C[C@H]2CO)c1	?
CCCNC(=O)Nc1cc(S(=O)(=O)CC)ccc1O	-1%
O=C([C@@H]1C[C@H](F)CN1C(=O)Cc1cccs1)N1CCc2ccccc2C1	-26%
O=C(c1ccc(Cl)cc1)N1CC2(CCCN(C3CCCCC3)C2)Cc2ccccc21 (stereo not given)	?
Cc1cc(CNC(=O)CC2C(=O)NCCN2Cc2ccccc2C(F)(F)F)nn1C (stereo not given)	-16%
CCOc1ccc(S(=O)(=O)NCc2ccc3c(c2)CCN3C(=O)c2ccc(C)cc2)cc1	-25%
CCOC(=O)CCN(CC1CC1)C(=O)Cc1cccs1	26%
O=c1c2oc3ccccc3c2n(Cc2ccc(Cl)cc2)c(=O)n1Cc1ccccc1	-8%
CC(C)CC(=O)NC(NC(=O)CC(C)C)c1ccccc1	10%
COc1ccc(-c2nc(C)c(C(=O)NCc3ccccc3OC)s2)cc1	?
COC(=O)C1CCN(C(=O)CC[C@H]2CNC(=O)[C@@H]3[C@@H](CCN3Cc3ccc(O)cc3)N2C)CC1	-10%
NC(=O)Cc1c[nH]c2ncc(-c3ccc(Cl)cc3)cc12	20µM*
Cn1cc(CN2CCOC[C@H]2c2ncc(C(C)(C)C)[nH]2)c2ccccc21	-27%[86.2 µM]
O=C(c1ccc(Cl)cc1)N1CCC(N(C(=O)C2CC2)C2CCOCC2)CC1	-6%
Cc1ccc(CN2CCc3nc(N4CCN(C)CC4)ncc3C2)s1	?
CC(C)S(=O)(=O)c1ncc(CN(C)Cc2cnn(C)c2)n1CCc1ccccc1	-20%
Nc1c(N(CCO)C(=O)C2CCCCC2)c(=O)[nH]c(=O)n1Cc1ccccc1	?
CC1=NS(=O)(=O)N(C)C=C1C(=O)OCc1nc(-c2ccccc2Cl)no1	-20%
COc1cc(Nc2ncc3c(n2)CCN(Cc2ccc(OC(C)C)c(OC)c2)C3)cc(OC)c1	?
CC1CCN(C(=O)c2ccccc2OCC2CCCN(C3CCSCC3)C2)CC1 (stereo not given)	-11%
O=C(c1ccc(CN2C(=O)NC3(CCS(=O)(=O)CC3)C2=O)cc1)N1CCCC1	-8%
COc1ccc(NC(=O)c2ccc(S(=O)(=O)N3CCOCC3)o2)cc1	34%
COc1ccc(-c2cc(N3CCC(NC(=O)Cc4ccc(Cl)cc4)CC3)n[nH]2)cc1	-29%
O=C(Nc1ccc(F)cc1)C1CCN(c2nc3ccccc3n3cccc23)CC1	-12%
COc1ccc(NC(=O)CS(=O)c2cccc(Cl)c2)cc1 (stereo not given)	-14%
O=C(c1ccoc1)N1CCCC(N2CCN(c3ccc(F)cc3)CC2)C1 (stereo not given)	16%
CC(NC/C=C/c1ccccc1)c1ccccc1 (stereo not given)	14%
CC(CCN1CCC(C(O)(c2ccccc2)c2ccccc2)CC1)Oc1cc(F)cc(C#N)c1 (stereo not given)	25%

Look-ups from the list.
`COc1ccc(NC(=O)CS(=O)c2cccc(Cl)c2)cc1` (stereo not given) – KDM5B inh = -14%
`CC(NC/C=C/c1ccccc1)c1ccccc1` (stereo not given) – KDM5B inh = 14%
